MT1-MMP txn act – activates MT1-MMP transcription. HT1080 MT1-MMP promoter luciferase reporter, luminescence, overnight; hits give high values. activation factor at 10 µM. 86,000 tested, 0.16% active. AID 750;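 active = activation factor of at least 2 for MT1-MMP transcription at 10 µM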
Mac1 fbg enh – CD11b/CD18-fibrinogen binding enhancement | 93,000 tested, 0.07% active | K562 CD11b/CD18 adhesion to fibrinogen, ATPlite luminescence | AID 1499 | activation, % at 10 µM;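 active = 10 µM primary screen giving 50% or more activity, confirmed by 40% or more on retest at that dose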; note: strong numbers were not always called active; reference of the scale not given here
FAK blocker – FAK (human) kinase inhibition. Q05397. biochemical FAK kinase activity assay. inhibition, %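 (tested at 7 µM)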. 97,000 tested, 0.84% active; in the data active = inhibition above about 19%;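 note: 0% = DMSO and 100% = reference compound high control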
ERb coact inh – ER-beta (human) coactivator binding inhibition. Q92731. TR-FRET ER-beta LBD / SRC1-Cy5 peptide binding; receptor agonist-loaded with 1 µM estradiol. inhibition, % at 25.6 µM. 86,000 tested, 1.3% active;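 active = compounds whose percent inhibition of the receptor-coactivator binding signal exceeds about 50% in the single-dose screen, limit read from the data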;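 note: 0% = receptor plus peptide wells without compound and 100% = peptide-only wells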
Target sequence (Q92731 whole entry, looked up, the tested form may be a part): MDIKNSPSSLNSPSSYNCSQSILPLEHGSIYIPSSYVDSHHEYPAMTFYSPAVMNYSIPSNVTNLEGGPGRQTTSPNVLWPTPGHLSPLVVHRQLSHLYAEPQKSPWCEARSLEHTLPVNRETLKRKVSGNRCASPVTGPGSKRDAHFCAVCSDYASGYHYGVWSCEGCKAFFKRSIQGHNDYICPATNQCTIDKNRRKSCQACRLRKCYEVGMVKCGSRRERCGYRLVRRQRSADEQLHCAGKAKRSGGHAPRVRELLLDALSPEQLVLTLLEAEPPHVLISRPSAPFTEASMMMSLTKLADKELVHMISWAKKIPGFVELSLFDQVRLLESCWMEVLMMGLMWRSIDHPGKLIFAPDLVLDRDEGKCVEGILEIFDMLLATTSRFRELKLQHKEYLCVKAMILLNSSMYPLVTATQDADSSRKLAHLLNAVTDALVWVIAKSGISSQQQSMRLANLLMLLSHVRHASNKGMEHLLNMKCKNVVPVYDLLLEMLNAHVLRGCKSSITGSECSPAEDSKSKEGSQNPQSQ
ERa coact inh – blocks coactivator binding to human estrogen receptor alpha | TR-FRET ER-alpha LBD / SRC-1 peptide, estradiol-bound | AID 629 | 86,000 tested, 1.7% active | P03372 | inhibition, % at 25.6 µM; in the data active = inhibition above about 50%;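 note: 0% = receptor plus peptide control and 100% = peptide only without receptor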
ERa coact pot – enhances coactivator binding to human estrogen receptor alpha; P03372; TR-FRET ERalpha-LBD/SRC-Cy5 coactivator binding, 2 h; 100 = basal binding, no effect; coactivator binding (% of control), % at 25.6 µM; 86,000 tested, 1.3% active; AID 639; in the data active = activity above about 200%;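 note: binding measured in presence of low estradiol as agonist stimulus; 0% = peptide alone without receptor and 100% = receptor with peptide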
PLAP act – human PLAP activation. P05187. purified PLAP enzyme, luminescent substrate read-out; hits give high values. activation fold at 20 µM. 96,000 tested, 1.2% active. AID 696; in the data active = activation fold above about 2
Target sequence (P05187 whole entry, looked up): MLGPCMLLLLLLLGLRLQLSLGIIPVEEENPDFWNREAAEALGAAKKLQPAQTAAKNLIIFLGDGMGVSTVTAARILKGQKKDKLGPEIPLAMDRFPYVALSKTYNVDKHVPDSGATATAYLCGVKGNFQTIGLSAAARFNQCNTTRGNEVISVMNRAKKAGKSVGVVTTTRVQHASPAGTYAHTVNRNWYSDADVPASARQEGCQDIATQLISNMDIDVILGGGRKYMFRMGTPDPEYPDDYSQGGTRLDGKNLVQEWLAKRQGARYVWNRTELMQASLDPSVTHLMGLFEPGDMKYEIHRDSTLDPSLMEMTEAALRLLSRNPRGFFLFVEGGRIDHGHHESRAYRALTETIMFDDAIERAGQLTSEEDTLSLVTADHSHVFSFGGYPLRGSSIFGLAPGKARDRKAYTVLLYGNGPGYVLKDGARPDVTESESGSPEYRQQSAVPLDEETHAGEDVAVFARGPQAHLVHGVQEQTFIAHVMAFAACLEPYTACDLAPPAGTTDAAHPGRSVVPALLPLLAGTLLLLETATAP
Ecoli WT expand – E. coli BW25113 growth inhibition, expanded screen; growth inhibition, % at 100 µM; OD600 absorbance; 98,000 tested, 0.15% active; AID 710;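 active = growth inhibition above about 50% at one test dose, limit read from the data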;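 note: growth measured after 20 h incubation at 37 °C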
CD11b adhes inh – blocks human CD11b/CD18 adhesion to fibrinogen; P05107+P11215; K562 CD11b/CD18 adhesion to fibrinogen, ATPlite luminescence; Mn2+ added to activate the integrin; inhibition, % at 10 µM; 93,000 tested, 0.54% active; AID 1497;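 active = primary inhibition of 50% or more at 10 µM, then 40% or more on retest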; note: some results filed as inactive read as strong as hits
Active calls of the source: *; nt = not tested or not shown; [ ] = remark or other dose.

SMILES	MT1-MMP txn act	Mac1 fbg enh	FAK blocker	ERb coact inh	ERa coact inh	ERa coact pot	PLAP act	Ecoli WT expand	CD11b adhes inh
CC(C)OC(=O)Cn1nnc2c(cnn2-c2ccccc2)c1=O	1.5	nt	-0.5	19.7[fluorescence artefact?]	31.4	110.8	nt	nt	nt
Cc1ccc(NC(=O)CSc2nnc(-c3ccncc3)n2N)cc1C	1.3	3.6	1.5	-10.2	-13.5	109.0	0.8	-2.0	-11.3
COC(=O)C1=C(C)NC(=O)/C1=C\c1cccs1	1.1	-0.8	-0.7	-7.6	-22.3[fluorescence artefact?]	71.2[fluorescence artefact?]	0.7	-1.0	2.6
COC(=O)CS(=O)(=O)c1ccc2c(c1)CC(=O)N2	1	-2.4	-3.2	5.3[fluorescence artefact?]	0.6[fluorescence artefact?]	107.1	1	7.0	-1.3
O=C(Nc1ccc2c(c1)OCO2)NC1(C(F)(F)F)Oc2ccccc2O1	1.1	-5.0	0.0	7.2	2.7	89.6	1	-7.0	9.4
CN1CCN(CCCNC(=O)c2cn(C3CCCCC3)c(=O)c3c2c2ccccc2n3C)CC1	nt	-0.3	-1.0	-5.6	-4.8	107.8	1.6	8.0	-32.0
O=C(NCCNC(=O)c1cc(OCC(F)(F)F)ccc1OCC(F)(F)F)Nc1cccc(C(F)(F)F)c1	nt	-1.3	2.7	nt	nt	nt	1	-4.0	21.3
Cn1c(CCN2CCN(c3ccc(F)cc3)CC2)nc2cc(NC(=O)c3ccco3)ccc21	1.2	-3.5	0.3	-6.7	-5.1	124.6	1	12.0	-10.2
CCC1(CC)C(=O)N(C)C(=O)NC1=Nc1ccccc1	1.1	-0.1	-0.3	-6.0	-7.3	111.7	0.9	-3.0	-12.9
Cc1cccnc1NC1OC(=O)c2ccccc21 (stereo unspecified)	1.1	-0.2	1.5	-2.9[fluorescence artefact?]	1.7[fluorescence artefact?]	118.4	0.9	9.0	-8.9
COc1ccc(NC(=O)CCCSc2nc(-c3ccco3)cc(C(F)(F)F)n2)cc1OC	1.1	nt	-1.7	-11.6[fluorescence artefact?]	-35.1	105.7	nt	nt	nt
Cc1ccccc1N1C(=O)CC(N2CCC(C(N)=O)CC2)C1=O (stereo unspecified)	1.1	-2.5	-1.9	-10.6	-5.5	109.4	0.9	3.0	13.7
CC(=O)c1nn(-c2cccc(Br)c2)cc1C(=O)c1cccc2ccccc12	nt	-1.6	8.2	nt	nt	nt	0.9	-5.0	0.3
COc1ccc(-c2nnnn2CCc2ccccc2)cc1	1.3	-2.2	0.5	-0.6[fluorescence artefact?]	-0.9	110.6	0.9	12.0	-0.8
O=c1[nH]c2ccc(S(=O)(=O)N3CCCCC3)cc2[nH]1	1.3	-0.4	-1.5	-2.7	4.2	85.8	1.1	-4.0	20.4
CC(=O)Nc1ccc(S(=O)(=O)N2CCN(C(=O)c3cccnc3)CC2)cc1	1	-1.6	-3.0	-2.5[fluorescence artefact?]	3.9	87.6	1.1	-1.0	-1.7
Cc1cc(=O)oc2cc(NC(=O)CCCC(=O)O)ccc12	1.3	-0.2	-1.3	8.7	23.2	101.8	1.2	1.0	6.2
Cc1nn(C)c(C(=O)Nc2ccc(Cn3cccn3)cc2)c1[N+](=O)[O-]	nt	1.3	-3.0	nt	nt	nt	1.2	4.0	-7.0
Cc1cc(/C=N/n2cnnc2)c(C)n1-c1ccc(OCc2ccc(Cl)cc2Cl)cc1	nt	-7.7	0.2	3.7	-3.6	67.2	nt	5.0	99.2*
CC1Cc2nc(SCC(=O)NCc3ccco3)n(-c3ccccc3)c(=O)c2S1 (stereo unspecified)	1.1	0.8	nt	13.2	4.1	90.0[fluorescence artefact?]	1.1	-1.0	2.2
COC(=O)c1c(-c2ccccc2)csc1N	1	-1.4	-0.7	-22.6	-11.4	93.9	1.1	16.0	-0.6
O=C/C(=C\Nc1ccc(Cl)cn1)c1nc2cc(Cl)ccc2o1	nt	48.2	3.8	55.9*[fluorescence artefact?]	87.6*[fluorescence artefact?]	40.5[fluorescence artefact?]	1.1	3.0	-6.3
O=C(NCCc1ccccc1)C1CCCN1C(=O)Nc1ccc(F)cc1 (stereo unspecified)	1.2	0.5	nt	1.4[fluorescence artefact?]	-1.3	101.5	0.9	5.0	-2.9
O=C(NCc1ccc2c(c1)OCO2)c1ccc(Cl)c(S(=O)(=O)N2CCOCC2)c1	0.9	-2.6	-3.7	1.1	-1.1	117.3	0.9	-4.0	-3.4
CCOc1ccccc1N(CC(=O)N1CCCCCC1)S(C)(=O)=O	1	nt	-6.1	-4.5	-6.2	93.8	1.2	-1.0	nt
COc1ccccc1S(=O)(=O)Cc1ccc(C(=O)NCc2ccc3c(c2)OCO3)o1	1	-4.0	-2.7	-9.6[fluorescence artefact?]	4.2	115.0	0.9	1.0	-0.4
O=C(NC1(C(=O)NC2CCCC2)CCCCC1)c1ccc2c(c1)OCO2	1.2	-0.6	nt	2.9	1.2	110.8	1	-10.0	-3.8
Brc1cccc(-c2nnc3sc(CN4CCC5(CC4)OCCO5)cn23)c1	0.9	2.4	-4.3	3.1	-9.9	102.7	1.2	2.0	-11.9
N#Cc1c(-c2ccc(F)cc2)nc2n(c1=O)CCS2	1.1	-1.7	-0.2	-18.3	5.4	93.3	0.7	8.0	1.0
Cc1cc(C)cc(-c2nnc(SCC(=O)c3ccc4c(c3)OCCO4)o2)c1	1.4	nt	-0.2	8.3	3.9	221.3*[fluorescence artefact?]	nt	nt	nt
CCOC(=O)c1ccc(Cn2c(-c3ccccc3)nnc2-c2ccccc2)o1	1.1	9.5	-0.3	-16.6	-18.2	97.3	1.4	-10.0	-13.8
Cc1ccc(C(=O)N2CCC(C)CC2)cc1C	1.5	nt	-0.1	19.0[fluorescence artefact?]	10.8	92.1	nt	nt	nt
O=C(CSc1nc2ccccc2c(=O)n1Cc1ccco1)c1ccccc1	1.3	1.5	5.4	3.9	4.2	118.7	0.9	-11.0	20.5
O=C(Oc1ccc(N2C(=O)CCC2=O)cc1)c1ccccc1	1.1	nt	2.2	-7.5	-6.0	101.5	nt	nt	nt
COc1ccccc1NC1C=CS(=O)(=O)C1 (stereo unspecified)	1.1	-3.8	7.3	-11.7	-3.8	114.8	0.9	3.0	4.3
Fc1ccc(-n2nnnc2-c2cnc(-c3cccs3)nc2C(F)(F)F)cc1	nt	-7.5	6.7	nt	nt	nt	1	-7.0	37.4
COc1cc(-c2nc3n(n2)C(c2ccncc2)C(C(N)=O)=C(C)N3)cc(OC)c1OC (stereo unspecified)	1.2	-1.5	3.5	-5.0	-0.5	117.6	0.9	1.0	-15.1
CCN(CC)CCN1C(=O)C(=O)/C(=C(/O)c2ccc(F)cc2)C1c1ccncc1 (stereo unspecified)	1.1	-4.1	nt	2.3[fluorescence artefact?]	-2.5	99.7	nt	nt	-3.0
O=C(NCCCn1ccnc1)c1ccc(Br)c(S(=O)(=O)N2CCOCC2)c1	1.2	nt	-0.2	-6.0	-1.5	94.9	0.9	-4.0	nt
CC(C)(C)c1cccc(/C=N/O)c1O	1.1	2.7	0.2	5.1	6.3[fluorescence artefact?]	106.1	0.9	10.0	-5.7

A draw from above in order of SMILES length, low to high.
SMILES	MT1-MMP txn act	Mac1 fbg enh	FAK blocker	ERb coact inh	ERa coact inh	ERa coact pot	PLAP act	Ecoli WT expand	CD11b adhes inh
COc1ccccc1NC1C=CS(=O)(=O)C1 (stereo unspecified)	1.1	-3.8	7.3	-11.7	-3.8	114.8	0.9	3.0	4.3
COC(=O)C1=C(C)NC(=O)/C1=C\c1cccs1	1.1	-0.8	-0.7	-7.6	-22.3[fluorescence artefact?]	71.2[fluorescence artefact?]	0.7	-1.0	2.6
O=C(Nc1ccc2c(c1)OCO2)NC1(C(F)(F)F)Oc2ccccc2O1	1.1	-5.0	0.0	7.2	2.7	89.6	1	-7.0	9.4
CC1Cc2nc(SCC(=O)NCc3ccco3)n(-c3ccccc3)c(=O)c2S1 (stereo unspecified)	1.1	0.8	nt	13.2	4.1	90.0[fluorescence artefact?]	1.1	-1.0	2.2
CC(=O)Nc1ccc(S(=O)(=O)N2CCN(C(=O)c3cccnc3)CC2)cc1	1	-1.6	-3.0	-2.5[fluorescence artefact?]	3.9	87.6	1.1	-1.0	-1.7
COc1ccccc1S(=O)(=O)Cc1ccc(C(=O)NCc2ccc3c(c2)OCO3)o1	1	-4.0	-2.7	-9.6[fluorescence artefact?]	4.2	115.0	0.9	1.0	-0.4

Carrying on.
SMILES	MT1-MMP txn act	Mac1 fbg enh	FAK blocker	ERb coact inh	ERa coact inh	ERa coact pot	PLAP act	Ecoli WT expand	CD11b adhes inh
COc1ccc(C(=O)Nc2ccc3c4c(cccc24)CC3)cc1	nt	-5.6	8.9	nt	nt	nt	1.1	-6.0	11.0
COc1ccc(OC)c(-n2nnnc2SCC(=O)Nc2cc(C)ccc2OC)c1	1	nt	-0.8	-4.2	4.1	106.7	nt	nt	nt
CCCn1c(=O)[nH]c(=O)c2c1nc(-c1ccc(OC(F)F)cc1)n2CCN1CCOCC1	nt	14.1	0.8	nt	nt	nt	0.9	5.0	1.2
O=C(CN(Cc1ccccc1)S(=O)(=O)c1ccccc1)N/N=C/c1ccccc1[N+](=O)[O-]	nt	0.9	2.8	nt	nt	nt	0.8	-12.0	-11.9
COCCN1CC(=O)N(c2cccc(C)c2C)C(c2ccc(Cl)cc2)C1=O (stereo unspecified)	1	-1.6	1.4	-9.7	-5.2	114.7	1.7	7.0	0.6
COC(=O)CNC(=O)c1nn(-c2cccc(OC)c2)c(=O)c2ccccc12	1.3	-2.4	nt	-3.6	1.3	113.7	0.9	1.0	-11.3
COc1ccc(N2C(=O)C3CCCN3C2c2cccc(Br)c2)cc1 (stereo unspecified)	1.1	-4.8	1.6	-2.2	-1.1	97.5	1.6	1.0	3.1
Cc1csc(NC(=O)c2cc3c(s2)-c2ccccc2OC3)n1	1.6	10.3	-2.9	27.6	40.9	121.7[fluorescence artefact?]	1.1	-1.0	28.9
CCOC(=O)c1c(N2CCCCC2)c2ccccc2[nH]c1=O	1.1	-4.3	0.6	-0.2	1.5	67.6	1.3	4.0	8.3
CCOC(=O)Cn1c(=O)oc2cc(S(=O)(=O)N3CCn4c3nc3ccccc34)ccc21	1.1	2.8	1.4	-6.4	-7.8	102.3	1.5	5.0	-22.5
O=C(Nc1ccc(Cl)cc1C(=O)NCCN1CCOCC1)c1ccco1	1.1	1.5	0.8	9.6	29.2	109.3	1.2	0.0	-2.1
Cc1ccc(-n2c(C)cc3c2CCCC3=O)cc1	1.1	4.4	-0.8	18.8[fluorescence artefact?]	-5.1	104.8	0.9	4.0	-3.8
CSc1nncn1/N=C/c1ccc2c(c1)OCO2	1.2	nt	-5.9	-2.8	-9.1	106.2	1	2.0	nt
Cc1cccc(NS(=O)(=O)c2ccccc2)n1	1.1	-1.0	nt	13.9	1.0[fluorescence artefact?]	95.2	1.1	1.0	-26.5
c1ccc2c(c1)nnn2-c1ncnc2sc3c(c12)CCCC3	1.1	nt	4.3	-0.1	-20.0	106.1	1	3.0	nt
CCCCN(C)CCNC(=O)c1c[nH]c2ccc(S(=O)(=O)N(CC)CC)cc2c1=O	1.1	-3.1	2.0	-1.4	-2.5	124.9	1.3	8.0	-5.9
CCOC(=O)Cn1nnnc1CN(Cc1cccs1)Cc1cc2cc(C)cc(C)c2[nH]c1=O	nt	10.9	-0.8	14.7	-1.8	100.3	1.6	-3.0	14.2
CCN(C(C)=O)c1nc(CSc2nnc(NC(C)C)s2)cs1	1.1	4.5	-1.5	0.4	-2.0	131.7	1	7.0	-10.7
O=C(c1ccco1)N1CCN(C(=O)c2cc3sccc3n2Cc2ccccc2)CC1	1	-0.8	3.6	4.4	-3.0	95.1	1.6	-10.0	6.3
CCOC(=O)C1CCN(Cc2ccc(C(=O)OC)cc2)CC1	1.2	-0.9	2.2	nt	nt	nt	1	4.0	-4.1
COc1cccc(N(CC(=O)Nc2cccc(C(C)=O)c2)S(C)(=O)=O)c1	1.1	2.4	-0.5	-0.3	-8.3	113.4	1	-2.0	3.8
COc1ccc(NC(=O)C(CC(C)C)NS(=O)(=O)c2ccc3c(c2)CCN3C(C)=O)cc1OC (stereo unspecified)	1.2	-0.8	0.3	6.8	0.9	98.1	0.8	-2.0	-12.5

Assay outcomes: PubChem, several laboratories
